Bioassay records deposited in PubChem BioAssay by National Center for Advancing Translational Sciences (NCATS).
HP1b chromo inh: inhibitors of HP1-beta chromodomain binding to methylated histone tails; P83916; AlphaScreen HP1-beta / biotin-H3K9me3 peptide binding; Potency, µM (titrated, usually from 114 µM), inactives show top-dose activity change, negative = inhibition, hits mostly inhibitors; actives 0.56% (n = 390,000); AID 540317; also: potency is read from the fitted curve at half-maximal effect; nearly all actives have a fitted effect of over 70% in size; inactives centre near 23
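AlphaScreen: HP1-beta (50 nM) preformed 30 min with biotin-H3(1-18)K9me3 peptide (50 nM) in PBS pH 7.4, 0.01% Tween-20. Compound added for 30 min at RT, then streptavidin donor/nickel chelate acceptor beads (10 ug/mL) for 30 min.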
PI4K2A block: blocks human PI4K2A kinase activity. purified PI4K2A, ADP-Glo luminescence, 1 h; active compounds read low. actives 0.13% (n = 420,000). Q9BTU6. activity change, negative = inhibition, % at 76.9 µM; in the data active = activity change below about -50%; inconclusive = mostly about -30% to -49%;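 also: -100% = wells without enzyme as full effect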
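ADP-Glo luminescence measured ADP generated by PI4K2A enzyme (4 ug/mL before mixing) with 1.2 mM PI substrate (pre-mix) and 300 microM ATP (pre-mix). Tris pH7.5 buffer with MgCl2, Triton X-100; 1 h reaction at ambient temperature.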
Pin1 inhibitor: inhibitors of human Pin1. AID 504891. Q13526. Potency, µM (series often up to 115 µM), without a hit: top-dose activity, negative = inhibition, actives largely listed as inhibitors. Pin1 FP peptide displacement, HiFluor488, 10 min. actives 0.009% (n = 390,000); active = well fitted inhibition curve with a large enough effect in the polarisation, with a control signal flat, not every such curve was filed as active; inconclusive = small, poorly fitted or top-dose-only effect, or effect the other way, or a change in a side signal; inactive = no such curve, though single readings can be large or run the other way; the % refers to the polarisation; also: potency is read from the fitted curve at half-maximal effect; % is scaled to controls: 0 for no effect and ±100 for the full control effect
Target sequence (Q13526 whole entry, looked up): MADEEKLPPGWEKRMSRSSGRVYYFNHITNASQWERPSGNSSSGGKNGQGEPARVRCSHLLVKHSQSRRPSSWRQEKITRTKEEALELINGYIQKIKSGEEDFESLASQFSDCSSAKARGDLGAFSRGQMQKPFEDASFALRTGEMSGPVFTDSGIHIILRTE
TrxR1 inh: blocks rat thioredoxin reductase 1. O89049. actives 1% (n = 390,000). Potency, µM (highest dose often 114 µM), for inactives: top-dose activity change, negative = inhibition, actives largely listed as inhibitors. recombinant rTrxR1, NADPH fluorescence consumption, selenite substrate; also: potency is read from the fitted curve at half-maximal effect; % is scaled to controls: 0 for no effect and ±100 for the full control effect; nearly all actives have a fitted effect of over 65% in size
Target sequence (O89049 whole entry, looked up): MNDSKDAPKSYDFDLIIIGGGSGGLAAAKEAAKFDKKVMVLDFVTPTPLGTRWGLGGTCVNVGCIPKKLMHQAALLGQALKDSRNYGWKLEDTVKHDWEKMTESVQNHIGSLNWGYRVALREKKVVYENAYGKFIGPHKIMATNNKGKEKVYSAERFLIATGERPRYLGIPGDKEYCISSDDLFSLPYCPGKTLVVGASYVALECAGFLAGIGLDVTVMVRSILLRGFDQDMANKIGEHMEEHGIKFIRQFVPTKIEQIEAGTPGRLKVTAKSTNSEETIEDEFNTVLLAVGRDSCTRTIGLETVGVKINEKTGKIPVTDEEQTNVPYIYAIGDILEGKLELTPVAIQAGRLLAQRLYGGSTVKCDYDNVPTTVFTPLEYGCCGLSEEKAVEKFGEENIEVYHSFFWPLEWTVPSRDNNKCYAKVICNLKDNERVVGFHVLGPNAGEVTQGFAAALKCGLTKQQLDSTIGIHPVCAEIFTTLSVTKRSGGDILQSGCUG
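Rat TrxR1 (90 nM in the dispensed reagent) was pre-reduced with 400 uM NADPH for 5 min at room temperature, then incubated with compound for 15 min. After 400 uM selenite was added, NADPH fluorescence (Ex 340/Em 450 nm) was followed for 8 min.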
GLS inhibitor: glutaminase GLS (human) inhibition; O94925; GLS enzymatic activity, qHTS titration; Potency, µM (titrated, usually from 45.5 µM), for inactives: at the top dose activity change, negative = inhibition, most hits filed as inhibitors; actives 0.21% (n = 410,000); AID 624170; also: potency is read from the fitted curve at half-maximal effect; % is scaled to controls: 0 for no effect and ±100 for the full control effect
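hKGA; 45 mM KH2PO4 pH 8.2 + 0.02% Tween-20; cpd via pin tool; 1 mM Gln soln; GluOx/HRP/Amplex Red; RT 30 min; fluor. t0 & final.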
mIDH1 inhibitor: blocks human mutant IDH1 R132H enzyme; Potency, µM (doses to about 76.6 µM), without a hit: top-dose activity change, negative = inhibition, usual class: inhibitors; O75874; AID 602179; IDH1-R132H enzyme, NADPH consumption, diaphorase/resazurin fluorescence; actives 0.093% (n = 390,000); also: potency is read from the fitted curve at half-maximal effect; % is scaled to controls: 0 for no effect and ±100 for the full control effect; nearly all actives have a fitted effect of over 65% in size
Target sequence (O75874 whole entry R132H, stated change not applied): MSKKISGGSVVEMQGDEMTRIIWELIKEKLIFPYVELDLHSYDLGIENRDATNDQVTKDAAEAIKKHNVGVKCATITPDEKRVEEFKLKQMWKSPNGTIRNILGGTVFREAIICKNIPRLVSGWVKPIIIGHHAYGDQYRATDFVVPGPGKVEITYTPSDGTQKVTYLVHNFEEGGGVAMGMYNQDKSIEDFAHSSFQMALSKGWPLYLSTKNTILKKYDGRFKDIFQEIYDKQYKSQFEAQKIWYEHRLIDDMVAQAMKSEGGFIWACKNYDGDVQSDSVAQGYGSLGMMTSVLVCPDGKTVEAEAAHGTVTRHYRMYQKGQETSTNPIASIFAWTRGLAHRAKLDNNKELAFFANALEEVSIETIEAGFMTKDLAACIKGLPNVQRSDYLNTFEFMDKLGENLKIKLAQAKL
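IDH1-R132H (0.5 ug/mL) preincubated 30 min with compound, then NADPH (0.016 mM) and alpha-KG (2 mM) added; 80 min at RT, pH 7.5. Remaining NADPH coupled via diaphorase/resazurin to fluorescence (540/590 nm); concentration-response curves normalized to no-enzyme control.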
Tb PGK inh: inhibitors of T. brucei phosphoglycerate kinase. P07378. PGK/GAPDH coupled, Kinase-Glo luminescence, 60 min. Potency, µM (titrated, usually from 57.5 µM), without a hit: at the top dose activity change, negative = inhibition, most hits filed as inhibitors. actives 0.043% (n = 380,000). AID 602233; also: potency is read from the fitted curve at half-maximal effect; % is scaled to controls: 0 for no effect and ±100 for the full control effect; nearly all actives have a fitted effect of over 60% in size
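Recombinant glycosomal PGK reaction used 1,3-bisphosphoglycerate generated in-well by GAPDH (100nM final) in 100mM TEA pH 7.6, 5mM MgCl2, 0.01% Tween-20. After 60 minutes at room temperature, ATP was read by Kinase-Glo Plus luminescence end-point.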
TrxR1 substrate: rat thioredoxin reductase 1 substrate activity | Potency, µM (top dose mostly 114 µM), without a hit: at the top dose activity change, negative = substrate turnover | actives 0.01% (n = 390,000) | purified TrxR1 substrate turnover, NADPH consumption readout | O89049; also: potency is read from the fitted curve at half-maximal effect; % is scaled to controls: 0 for no effect and ±100 for the full control effect; nearly all actives have a fitted effect of over 50% in size
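Rat TrxR1, dispensed at 90 nM, was prereduced with 400 uM NADPH (final) for 5 min at ~22 deg C, then incubated with compound 15 min before 400 uM selenite. A first-read NADPH fluorescence drop versus no-compound background flagged substrates.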
USP1 inh: inhibitors of human USP1/UAF1 deubiquitinase; recombinant USP1/UAF1, Ub-Rhodamine cleavage fluorescence; actives 0.23% (n = 390,000); Potency, µM (titrated, usually from 57.1 µM), inactives show at the highest dose activity change, negative = inhibition, usual class: inhibitors; O94782; also: potency is read from the fitted curve at half-maximal effect; % is scaled to controls: 0 for no effect and ±100 for the full control effect; nearly all actives have a fitted effect of over 60% in size; inactives centre near -12
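High-throughput fluorogenic screen: 1nM USP1/UAF1 complex, Ub-Rho substrate 150nM final, 50mM HEPES pH 7.8 with 0.5mM EDTA, 0.1 mg/ml BSA, 1mM TCEP and 0.01% Tween-20.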
Starred values were filed as active, the others as inactive; i = inactive; ? = inconclusive; · = no result given; & = joins results of further samples; [ ] = dose if it differs, or a comment. Unless noted, calls follow the shape of the dose curve; as a rule, active = well fitted curve in the direction sought with a large enough effect; inconclusive = small, poorly fitted or top-dose-only effect, or another doubt; inactive = no such curve, though single readings can be large; an effect the other way counts as inactive or inconclusive. A portion of the library; rates above refer to the full screens.

Value order: mIDH1 inhibitor	GLS inhibitor	Tb PGK inh	USP1 inh	PI4K2A block	HP1b chromo inh	TrxR1 inh	Pin1 inhibitor	TrxR1 substrate
O=[N+]([O-])c1cc(CN2CCCCCC2)ccc1O
    5%	1%	-4%	-30%	-3	46%[activator]	18%[57.1 µM]	-4%	-8%
Cc1ccc(C)n1-c1nnc(N2CCC(C(=O)NCc3ccc(F)cc3)CC2)s1
    ·	-18%	·	6%	-1	15%	-27%	-1%	-6%
Cc1ccc(C)c(NC(=O)COC(=O)Cn2c(C)csc2=O)c1
    6%	-6%	-3%	-17%	0	31%	25%	-7%	9%
O=C(Nc1ccc(S(=O)(=O)N2CCCC2)cc1)C1CC(=O)N(CCc2ccccc2)C1 (centres undefined)
    -3%	14%	-2%	-7%	-3	·	·	·	·
O=C1C=C(c2cccc(CO)c2)C[C@@H](c2ccc3c(c2)OCO3)C1
    13%	2%	-5%	-28%	-1	8%	13%	-2%	0%
O=C(CSc1ccc(C(F)(F)F)cc1[N+](=O)[O-])N1CCOCC1
    6%	-7%	-3%	-4%	-6	10%	9%[57.1 µM]	2%	-4%[57.1 µM]
COc1ccc(/C=N/NC(=O)c2nonc2C)cc1
    4%	-1%	?	3%	?	13%	-16%	-2%	-18%
O=C(c1cnn(Cc2ccccc2)c1)N1CCN(S(=O)(=O)/C=C/c2ccccc2)CC1
    12%	0%	-10%	-11%	-6	36%	11%	7%	7%
COc1cc2c(cc1OC)CN(C(=O)CCOc1ccccc1C)CC2
    12%	-2%	2%	-11%	1	26%	4%[57.1 µM]	-8%	-8%
CC(=O)c1ccc(C(=O)N2CCCC(CNC(=O)c3ccccc3Cl)C2)cc1 (centres undefined)
    4%	3%	-3%	-4%	2	15%	-13%	-10%	-6%
CCN(C(=O)CCS(=O)(=O)c1ccc2c(c1)oc(=O)n2C)c1ccc(OC)cc1
    -1%&2%	14%&1%	10%&-6%	-8%&-4%	-19&0	35%&48%	-7%&-7%	-14%&3%	0%&-6%
COc1ccc(C(=O)NCCCSc2ccccc2)cc1F
    8%	-2%	-7%	-10%	-1	14%	28%	2%	2%
CN1CCCC(OC(=O)c2cccc(Br)c2)C1 (centres undefined)
    2%	11%	-8%	-18%	0	5%	16%[57.1 µM]	-2%	10%[57.1 µM]
CC(O)c1n(C)c(Cl)c[n+]1C (centres undefined)
    2%	0%	-4%	-14%	0	9%	7%	1%	8%[57.1 µM]
CCCCn1c(N)c(Br)c(=O)[nH]c1=O
    -7%	13%	4%	-10%	-1	33%	28%	0%	5%
CCOC(=O)c1oc2ccccc2c1CN1CCN(c2ccccc2)CC1
    7%	13%	-5%	-3%	-8	-17%	-6%	-1%	-3%
COc1ccc2ccc(C(C)(C(C)=O)C(=O)OC(C)C)cc2c1 (centres undefined)
    8%	2%	-1%	-5%	4	143%[activator]	16%	?	-6%
O=C(c1cnc(N2CCN(c3ncccn3)CC2)c2ccccc12)N1CCN(c2ccccn2)CC1
    -3%	-5%	-8%	-7%	-6	8%	-9%	0%	-9%
Cc1cccc(NCc2nc(SCC(N)=O)n[nH]2)c1
    0%	35%[activator]	2%	-11%	4	11%	8%	2%	1%
CC(NC(=O)Nc1ccc([N+](=O)[O-])cc1)C(c1ccccc1)N1CCOCC1 (centres undefined)
    5%	1%	-10%	-23%	-1	11%	12%[57.1 µM]	-2%	1%[57.1 µM]

(next part)
Value order: mIDH1 inhibitor	GLS inhibitor	Tb PGK inh	USP1 inh	PI4K2A block	HP1b chromo inh	TrxR1 inh	Pin1 inhibitor	TrxR1 substrate
O=C(COc1ccc(Cl)cc1)NCc1nnc(SCC(=O)Nc2ccccc2)o1
    16%	4%	-4%	-8%	-5	57%[activator]	9%	2%	5%
CCCNC(=O)NS(=O)(=O)c1cnccc1Sc1ccc(Cl)cc1
    -2%	9%	-3%	-4%	3	11%	14%	-20%	8%[57.1 µM]
COc1ccc(OC)c(-c2cc(C(=O)Nc3ccccc3C(N)=O)c3ccccc3n2)c1
    -4%	0%	i	?	4	38%	46%[activator]	0%	-1%
O=C(NNC(=S)NC(=O)c1ccccc1Cl)c1cccc([N+](=O)[O-])c1
    6%	-20%	-3%	-10%	3	-1%	-4%[57.1 µM]	1%	10%[57.1 µM]
C[C@@H](NC(=O)[C@@H]1Cc2ccccc2CN1C(=O)OC(C)(C)C)C(=O)NC1CCCCC1
    3%	-2%	-3%	-23%	-1	39%[activator]	3%	-8%	-1%
Cc1cc(Cl)ccc1OCC(=O)NCC(c1cccs1)N1CCOCC1 (centres undefined)
    5%	0%	i	-8%	-4	6%	0%	4%	-7%
Cc1c(C(=O)NC(C(C)C)C(C)C)cccc1[N+](=O)[O-]
    7%	3%	-10%	-3%	-3	10%	24%	-4%	7%
Cc1ccc(NC(=O)c2ncn(CCCNCc3ccccc3)n2)cc1C
    -5%	0%	13%	-23%	-1	51%[activator]	-3%	-1%	18%
CC(=O)Nc1cc(C(C)(C)C)c(O)c(C(C)(C)C)c1
    -2%	4%	-1%	-18%	-1	29%	-19%	1%	5%
CC(Sc1ncn[nH]1)C(=O)c1c(N)n(C)c(=O)n(C)c1=O (centres undefined)
    5%	6%	-1%	-1%	-2	23%	-8%	0%	-20%
CN(C)c1ccc(C(C(=O)NC2CCCCC2)N(Cc2ccco2)C(=O)c2snc(C(N)=O)c2N)cc1 (centres undefined)
    -8%	1%	8%	-13%	-2	?	4%[57.1 µM]	2%	4%[57.1 µM]
CCOC(=O)NC(=O)c1cn(CCN(C)C)c(=O)[nH]c1=O
    11%	11%	-4%	-4%	5	27%	8%[57.1 µM]	-2%	3%[57.1 µM]
CCN(CC)c1ccc2cc(C(=O)Nc3ccccn3)c(=O)oc2c1
    4%	-21%	-8%	?	0	19%	-5%&-8%	?	11%[57.1 µM]
CC(C)Oc1ccc(CNC(=O)Oc2ccccc2)cc1
    8%	9%	-2%	-7%	5	24%	26%	-7%	-2%
COCCCn1c(C(=O)N2CC(C)OC(C)C2)cc2c(=O)n3ccccc3nc21 (centres undefined)
    -8%	8%	i	-21%	1	32%[activator]	24%	-3%	698%[activator]
COC(=O)CN(c1ccc(F)cc1)S(=O)(=O)c1ccc2c(c1)OCCO2
    0%	-1%	-1%	-15%	9	22%	18%[57.1 µM]	0%	4%[57.1 µM]
CCn1cc(C(=O)NCc2ccc(Cl)cc2)c(=O)c2cc(S(=O)(=O)N(C)C3CCCCC3)ccc21
    -5%	2%	3%	-19%	-3	8%	-2%	1%	-8%
CCc1cccc(C)c1NC(=O)CSc1nc2ccccc2n1CC(=O)N(C)C
    7%	4%	i	-5%	1	26%	24%	-2%	4%
CCCC1CCC(=NNC(=O)OC(C)(C)C)CC1 (centres undefined)
    -6%	10%	3%	-10%	-2	32%[activator]	12%	-1%	5%
CN(Cc1cc(=O)n2ccsc2n1)Cc1nc2ccccc2c(=O)[nH]1
    9%	-4%	-2%	-15%	4	40%[activator]	2%[57.1 µM]	-1%	3%[57.1 µM]

(listing goes on)
Value order: mIDH1 inhibitor	GLS inhibitor	Tb PGK inh	USP1 inh	PI4K2A block	HP1b chromo inh	TrxR1 inh	Pin1 inhibitor	TrxR1 substrate
O=[N+]([O-])c1cccc(/C=N/N2CCN(Cc3ccc(Cl)cc3)CC2)c1
    2%	-6%	-3%	-15%	0	?	4%	-2%	1%
COc1ccc(NS(=O)(=O)c2cccc(C(=O)NNC(=O)c3ccccc3OC)c2)cc1
    9%	7%	i	-19%	-1	37%	13%	-8%	-1%
CC1(C)CC(NC(=O)c2cccc3ccccc23)CC(C)(C)N1
    6%	5%	4%	0%	-2	34%	16%	0%	7%[57.1 µM]
COc1cccc(OCc2ccc(Cl)cc2)c1C#N
    11%	-4%	-8%	-19%	-1	184%[activator]	30%	-7%	4%
O=C(O)c1[nH]n(-c2ccc(S(=O)(=O)O)cc2)c(=O)c1N=Nc1ccc(S(=O)(=O)O)cc1
    ·	4%	·	·	0	·	-17%	·	-23%
Cc1cc2c(c(=O)n1Cc1cccnc1)C(c1ccccc1)C(C#N)=C(N)O2 (centres undefined)
    3%	-2%	i	-13%	2	35%	-17%	-5%	-5%
CNS(=O)(=O)c1cc(OCC(N)=O)c(C)cc1Cl
    -4%	17%	6%	-5%	9	17%	7%[57.1 µM]	1%	-3%
CCN(CC)CCn1c2c(c(SCC(=O)Nc3cc(OC)cc(OC)c3)nc1=O)CCC2
    -3%	18%	6%	1%	4	17%	5%	-3%	-3%
O=C(NCc1ccccc1Cl)c1ccc2nnsc2c1
    4%	1%	-8%	-27%	1	8%	20%	-3%	11%
CO/N=C/NC(=O)N1OC[C@@H]2COc3ccc4ccccc4c3[C@@H]21
    1%	7%	2%	-2%	9	7%	-16%	?	-12%
COc1ccc(S(=O)(=O)N2CCCCC2)cc1NC(=O)CCCNC(=O)c1ccc(Cl)cc1
    -6%	1%	-2%	-7%	8	14%	6%	2%	0%
COc1ccc(-c2csc(NC(=O)CCNC(=O)c3ccco3)n2)cc1OC
    -7%	10%	13%	-23%	1	27%	15%	?	3%
